Compound activity as filed in PubChem.
Tb PFK block = blocks T. brucei phosphofructokinase | O15648 | T. brucei PFK, ADP-Glo luminescence | Potency, µM (doses to about 57.5 µM), for inactives: at the top dose activity, negative = inhibition, usual class: inhibitors | hit rate 0.17% among 330,000 | AID 485367;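 also: potency is read from the fitted curve at half-maximal effect; 0% = uninhibited 1x PFK enzyme wells and -100% = no-enzyme wells; nearly all actives have a fitted effect of over 60% in size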
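Compounds were pin-transferred as a titration series up to 57 uM into substrate buffer (0.5 mM F6P, 0.1 mM ATP, pH 8.0), then 1.25 nM PFK was added and reactions ran 45 min before ADP-Glo detection.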
A-T KAP1 phos = candidate therapy for ataxia-telangiectasia; […] A-T fibroblasts, KAP-1 phosphorylation AlphaLISA; neocarzinostatin DNA damage 30 min before lysis; Potency, µM (series often up to 57.5 µM), for inactives: at the top dose activation, hits mostly activators; hit rate 0.19% among 320,000; also: potency is read from the fitted curve at half-maximal effect; % of control where 0% means no effect; nearly all actives have a fitted effect of over 45% in size
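ATM-like activity read as KAP-1 phosphorylation via AlphaLISA donor/acceptor antibody pairs after lysis and 6 hr at 25C. Cells were ATM-null patient fibroblasts ([…], hTERT), dosed 60 min, then exposed to the DSB inducer NCS for 30 min.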
GALK inhibitor = blocks human galactokinase activity; P51570; Purified GALK, Kinase-Glo residual ATP luminescence; Potency, µM (titrated, usually from 57.5 µM), for inactives: at the top dose activity change, negative = inhibition, most hits filed as inhibitors; hit rate 0.007% among 270,000; AID 1868; also: potency is read from the fitted curve at half-maximal effect; % is scaled to controls: 0 for no effect and ±100 for the full control effect
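Compounds were pin-transferred into ATP buffer (35 uM final), then GALK plus galactose (5 nM, 100 uM final) was added. After 1 h at room temperature, Kinase-Glo Plus was added and luminescence read after 10 min.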
KCNH2 WT inh = blocks the wildtype human KCNH2 potassium channel | U2OS, BacMam KCNH2, thallium flux FluxOr; stronger effect = lower value | AID 720551 | activity change, % at 1.84 µM | hit rate 0.37% among 340,000 | Q12809;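 active = maximum activity change below -70%; inconclusive = maximum activity change between -70% and -50%; inactive = maximum activity change above -50%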; also: % is scaled to controls: 0 for no effect and ±100 for the full control effect
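U2OS cells transduced with wild-type KCNH2 virus are loaded with FluxOr dye for 45 min, and thallium flux is measured in kinetic reads before and after stimulation buffer. Rate constants are normalized to DMSO controls.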
Giardia kill = kills Giardia lamblia; hit rate 0.15% among 340,000; AID 540267; activity change, % at 7.66 µM, hits read low; Giardia lamblia trophozoite viability; in the data active = activity change below about -80%; inconclusive = between about -30% and that limit;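 also: parasites exposed to compound for two days anaerobically before the ATP read; % is scaled to controls: 0 for no effect and ±100 for the full control effect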
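Luminescence from cellular ATP indicates surviving trophozoites (100 cells/well) following 48 hrs anaerobic compound treatment at 37 deg C; signal develops 15-30 min at room temperature.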
TSHR antagonist = antagonists of human thyroid stimulating hormone receptor. TSHR-expressing cells, TSH-stimulated cAMP HTRF, 2 h; stronger effect = lower value. activity change, negative = inhibition, % at 11.5 µM. hit rate 0.2% among 330,000. AID 504810;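 active = activity change below a set negative limit, meaning inhibition stronger than a set level, cut at about -70% in these data; inconclusive = activity change between two set negative limits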; also: % is scaled to controls: 0 for no effect and ±100 for the full control effect
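Freshly harvested TSHR cells receive pin-tooled compound, then EC80 TSH at 4nM final. After 2 hours at 37 deg C, antibody in lysis buffer and cAMP-d2 are added; 30 minutes at ambient temperature precede the HTRF read.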
CXXC DNA block = inhibitors of human MLL CXXC domain-DNA interaction; MLL-CXXC / FITC-HOXA9 DNA fluorescence polarization; hit rate 0.037% among 290,000; Q03164; Potency, µM (series often up to 115 µM), for inactives: top-dose activity change, negative = inhibition, usual class: inhibitors; active = well fitted inhibition curve with a large enough effect in the polarisation, with a control signal flat, not every such curve was filed as active; inconclusive = small, poorly fitted or top-dose-only effect, or effect the other way, or a change in a side signal; inactive = no such curve, though single readings can be large or run the other way; the % refers to the polarisation; also: potency is read from the fitted curve at half-maximal effect
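Fluorescence polarization: 7 uM MLL-CXXC (stock) preincubated 5 min with compounds, then 50 nM fluorescein-HOX-A9 DNA (stock) added; 30 min ambient. Buffer 50 mM Tris-HCl pH 7.5, 50 mM NaCl, 1 mM DTT, 0.05% BSA.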
Chronic BCR inh = inhibitors of chronic active B-cell receptor signaling; ABC-DLBCL IkBa-CBG/CBR reporter, luminescence ratio, 4 h; Potency, µM (highest dose often 46.1 µM), inactives show at the top dose ratio change, negative = lower green/red ratio, usual class: inhibitors; hit rate 0.05% among 340,000; AID 493014; active = well fitted inhibition curve with a large enough effect in the signal ratio, with a control signal flat, not every such curve was filed as active; inconclusive = small, poorly fitted or top-dose-only effect, or effect the other way, or a change in a side signal; the % refers to the signal ratio;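 also: potency is read from the fitted curve at half-maximal effect; plate controls were basal doxycycline-induced cells for no effect and cells given 10 µM MG132 for full effect; MG132 reads +100%, hits lower the ratio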
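Compounds up to 46 uM were incubated four hours with TMD8 cells whose green CBG68 luciferase is fused to IkappaBalpha; red CBR luminescence normalised the signal, and concentration-effect curves were fitted to fusion, red and ratio data.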
TCR act = T cell receptor activation | 330,000 tested, under 10 active | primary human leukocytes, anti-CD3, IL-2 HTRF, 48 h | Potency, µM (series often up to 9.22 µM), inactives show at the top dose activation of IL-2 secretion, most hits filed as activators; also: % of control where 0% means no effect
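Readout: HTRF IL-2, Eu-cryptate/d2 antibody pair, 320nm excitation, 665nm emission. Stimulus: a-CD3 beads, no co-stimulation. Cells: primary human leukocytes. Exposure: 48 hr with compound.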
Coupling enz = counter-screen for Giardia aldolase inhibitors: coupling enzyme system. coupling enzyme system counterscreen, AmpLite Red fluorescence. activity change, negative = inhibition, % at 58.2 µM, hits read low. hit rate 0.67% among 290,000; in the data active = activity change below about -30%; also: % is scaled to controls: 0 for no effect and ±100 for the full control effect
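Counterscreen of the coupled detection system alone, without aldolase: glyceraldehyde-3-phosphate coupling enzymes plus AmpLite Red readout. Compounds at 57.5 uM final, 10 min RT preincubation, 20 min RT reaction, fluorescence 525/598 nm.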
* = called active by the depositor; i = inactive; ? = inconclusive; . = no result given; [ ] = remark or other dose. Unless noted, calls follow the shape of the dose curve; as a rule, active = well fitted curve in the direction sought with a large enough effect; inconclusive = small, poorly fitted or top-dose-only effect, or another doubt; inactive = no such curve, though single readings can be large; an effect the other way counts as inactive or inconclusive.

1) CCCCc1cn([C@@H](CCCCNC(=O)OC(C)(C)C)C(=O)N2CCN(C(=O)OC(C)(C)C)CC2)nn1
2) COc1ccc(N2CCN(C(=O)[C@H](Cc3c[nH]c4ccccc34)NC(C)=O)CC2)cc1
3) Cn1c(=O)c2c(nc(CN3CCC(C(N)=O)CC3)n2Cc2c(F)cccc2Cl)n(C)c1=O
4) CCN1CCN(C(=O)c2nn(-c3ccc(C)cc3)c(=O)c3c2c2ccccc2n3C)CC1
5) Cc1cccc(NC(=O)NC(C)C(c2cccs2)N2CCOCC2)c1 (stereo not drawn)
6) O=C(CCCOc1ccccc1)OCn1nnc2ccccc2c1=O
7) CC1CC(C)(C)CC2(C1)NC(=O)N(CC(=O)Nc1c(F)cccc1F)C2=O (stereo not drawn)
8) Cc1cc(/C=N/NC(N)=O)c(C)c(CO)c1
9) C=CCNC(=O)c1sc(=S)n(-c2ccc(C(=O)OCC)cc2)c1N
10) O=C(O)C1CCCC2CN3CCc4c([nH]c5ccccc45)C3C(O)C21 (stereo not drawn)
Screen / compound no.,1,2,3,4,5,6,7,8,9,10
Tb PFK block,1%,-9%,-10%,1%,0%,-5%,-2%,-3%,-3%,2%
A-T KAP1 phos,-12%,1%,8%,3%,-8%,4%,0%,1%,-8%,7%
GALK inhibitor,0%,2%,3%,0%,0%,0%,.,3%,3%,-3%
KCNH2 WT inh,20,-12,-6,10,-3,.,0,-3,-24,-3
Giardia kill,24,13,11,-16,-2,-11,7,-16,28,2
TSHR antagonist,-6,15,-4,-7,-2,5,-2,2,10,-1
CXXC DNA block,11%,4%,0%,-3%,-9%,-3%,.,2%,-5%,6%
Chronic BCR inh,-5%,1%,-2%,?,0%,2%,0%,-5%,2%,?
TCR act,1%,-3%,2%,-1%,3%,1%,-1%,-1%,1%,-3%
Coupling enz,3,2,2,-1,1,0,.,0,-8,-12

11) CS(=O)(=O)N(CCc1ccccc1)CC(=O)NCc1ccncc1
12) CCOC(=O)C1=C(C)N=C2SC(C)C(=O)N2C1c1ccc(C(=O)OC)cc1 (stereo not drawn)
13) CSCC[C@H](NC(=O)c1ccc(Br)o1)c1nnc2ccccn12
14) O=C(NNC(=O)c1ccc(Cl)nc1)c1ccc(Br)cc1
15) CCOC(=O)c1[nH]c(C)c(C(=O)c2ccc(C)cc2)c1C
16) Cc1ccc(SCC(=O)OCC(=O)NCc2ccco2)cc1
17) NS(=O)(=O)c1ccc(NC(=O)COC(=O)COc2ccc(Br)cc2)cc1
18) CN(Cc1ccccc1Cl)C(=O)c1cc2ccccc2o1
19) c1ccc(CC2CCN(c3nc4ccccc4n4nnnc34)CC2)cc1
20) O=C(O)CCc1ccc(-c2ccc(Br)cc2)o1
Screen / compound no.,11,12,13,14,15,16,17,18,19,20
Tb PFK block,0%,-1%,1%,1%,-3%,2%,-3%,1%,-11%,2%
A-T KAP1 phos,2%,-2%,3%,6%,3%,-2%,-1%,4%,5%,5%
GALK inhibitor,1%,2%,1%,.,1%,.,.,-3%,2%,-1%
KCNH2 WT inh,-7,6,4,25,-12,-3,4,0,-2,11
Giardia kill,-16,6,19,-8,-5,-5,12,-3,10,-22
TSHR antagonist,3,-9,-25,-7,16,10,-1,-102*,24,2
CXXC DNA block,13%,0%,-4%,.,13%,.,-1%,-6%,8%,-2%
Chronic BCR inh,1%,14%,0%,-5%,?,1%,6%,-8%,?,?
TCR act,.,-5%,5%,2%[46.1 µM],.,-4%,-11%,-6%,-2%,-3%
Coupling enz,2,1,1,.,1,.,1,-4,1,11

Some of the entries above in a different format.
item	mol	Tb PFK block	A-T KAP1 phos	GALK inhibitor	KCNH2 WT inh	Giardia kill	TSHR antagonist	CXXC DNA block	Chronic BCR inh	TCR act	Coupling enz
15	CCOC(=O)c1[nH]c(C)c(C(=O)c2ccc(C)cc2)c1C	-3%	3%	1%	-12	-5	16	13%	?	.	1
16	Cc1ccc(SCC(=O)OCC(=O)NCc2ccco2)cc1	2%	-2%	.	-3	-5	10	.	1%	-4%	.

Additional records follow.
21) CCNC(=O)COC(=O)c1cc(S(=O)(=O)N2CCCCC2)ccc1C
22) CCCNCc1nnc(-c2ccccc2Cl)o1
23) CC1CC(C)CN(c2nc3c(c(=O)n(C)c(=O)n3C)n2CCSc2ncccn2)C1 (stereo not drawn)
24) COc1cc(S(=O)(=O)n2ccc(C)n2)c(OC)cc1Cl
25) COc1c2ccoc2c(OC[C@@H](O)C(C)(C)OC)c2oc(=O)ccc12
26) COc1ccc(C)cc1NC(=O)CSc1ccc(-c2ccccn2)nn1
27) O=C(NCc1ccco1)c1cccn2c(=O)c3cc4ccccc4cc3nc12
28) COc1ccc(NC(=O)C2CC(=O)N/C(=N/NC(=O)c3ccc(Cl)cc3)S2)cc1 (stereo not drawn)
29) Cc1[nH]c(C)c(C(=O)O)c1CNC1CCCCC1C (stereo not drawn)
30) O=C(NCc1ccco1)C1CCN(c2nnc(-n3cccc3)s2)CC1
Screen / compound no.,21,22,23,24,25,26,27,28,29,30
Tb PFK block,1%,2%,-6%,-5%,-1%,1%,-6%,0%,-8%,3%
A-T KAP1 phos,2%,-14%,5%,4%,-1%,7%,.,6%,5%,12%
GALK inhibitor,-1%,.,2%,0%,.,-4%,-4%,-7%,7%,0%
KCNH2 WT inh,-5,i,13,11,-6,-11,.,-12,.,10
Giardia kill,2,0,-14,2,14,12,.,-10,.,5
TSHR antagonist,0,-6,-11,5,3,-17,-7,-1,-5,6
CXXC DNA block,-16%,5%,-6%,-8%,2%,4%,5%,-11%,0%,18%
Chronic BCR inh,?,?,3%,?,-3%,-12%,12%,3%,5%,11%
TCR act,-1%,-5%,0%,.,-1%,-1%,.,12%,.,5%
Coupling enz,2,8,0,3,0,.,-31*,7,7,3

31) CC(=O)CC(c1ccccc1)S(=O)(=O)c1ccc(C)cc1 (stereo not drawn)
32) Cc1cc(NCc2ccccn2)nc2ccccc12
33) Cc1cc(NC(=O)Cn2nc([N+](=O)[O-])c(Br)c2C)no1
34) CC(=O)N1CCN(CC(=O)Nc2ccccc2C(=O)Nc2ccccc2)CC1
35) CCOC(=O)N1CCC2(CC1)C(C#N)=C(N)Oc1n[nH]c(C)c12
36) CC(=O)Nc1cc(-c2ccc(F)cc2)[nH]n1
37) CCn1c(Cl)c(C=O)s/c1=N\S(=O)(=O)c1ccccc1
38) O=C(CNc1n[nH]c(=O)[nH]c1=O)N/N=C/C1CC=CCC1 (stereo not drawn)
39) Cc1cc(C)cc(C(=O)NCCCN2CCOCC2)c1
40) CCCCC(=O)Nc1nc2ccc(C(=O)OC)cc2s1
Screen / compound no.,31,32,33,34,35,36,37,38,39,40
Tb PFK block,-5%,3%,27µM*,2%,-1%,4%,-26%,1%,-1%,-1%
A-T KAP1 phos,-1%,.,1%,12%,.,-2%,-5%,32µM*,-5%,2%
GALK inhibitor,-8%,0%,1%,.,2%,12%,-2%,0%,0%,-2%
KCNH2 WT inh,3,-2,0,-3,-4,-47,0,3,-7,-3
Giardia kill,7,10,?,-10,0,18,14,-3,5,4
TSHR antagonist,22,-4,-6,0,8,-6,-98*,20,8,-23
CXXC DNA block,4%,-20%,14%,.,-14%,-3%,-7%,32%[activator],-1%,-2%
Chronic BCR inh,7%,?,-2%,?,?,0%,?,?,1%,?
TCR act,.,.,-24%,-1%,-3%,-6%,-4%,0%,.,0%
Coupling enz,2,-3,-1,.,0,0,5,2,1,0

41) COc1cccc(NC(=O)CSc2nnc(CNC(=O)c3ccccc3)n2C)c1
42) Cc1ccc(-c2nc3cnccn3c2Nc2ccc3c(c2)OCCO3)o1
43) O=C(CSc1cn(CCNC(=O)c2cccs2)c2ccccc12)NCc1ccccc1
44) COc1ccccc1-c1cnn2c(NCCc3ccccc3)cc(C)nc12
Screen / compound no.,41,42,43,44
Tb PFK block,.,-16%,-1%,6%
A-T KAP1 phos,.,3%,6%,9%
GALK inhibitor,-4%,0%,1%,.
KCNH2 WT inh,-2,-2,5,-5
Giardia kill,-7,-8,?,-8
TSHR antagonist,.,-4,2,-11
CXXC DNA block,-7%,-2%,-4%,12%
Chronic BCR inh,.,?,?,-4%
TCR act,1%,-2%,3%,-1%
Coupling enz,-1,2,-7,-3

Entries from the list above containing two or more sulfur atoms:
9) C=CCNC(=O)c1sc(=S)n(-c2ccc(C(=O)OCC)cc2)c1N
37) CCn1c(Cl)c(C=O)s/c1=N\S(=O)(=O)c1ccccc1
43) O=C(CSc1cn(CCNC(=O)c2cccs2)c2ccccc12)NCc1ccccc1
Screen / compound no.,9,37,43
Tb PFK block,-3%,-26%,-1%
A-T KAP1 phos,-8%,-5%,6%
GALK inhibitor,3%,-2%,1%
KCNH2 WT inh,-24,0,5
Giardia kill,28,14,?
TSHR antagonist,10,-98*,2
CXXC DNA block,-5%,-7%,-4%
Chronic BCR inh,2%,?,?
TCR act,1%,-4%,3%
Coupling enz,-8,5,-7
